Screening data (PubChem)
NPC1 prom act: qHTS Assay for NPC1 Promoter Activators; Huh7 NPC1 promoter luciferase reporter, 24 h; Potency, µM (highest dose often 9.22 µM), without a hit: at the top dose activation, actives largely listed as activators; actives 2.4% (n = 320,000); AID 485313, 2010;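 note: potency is the fitted concentration of half-maximal effect; % of control where 0% means no effect; nearly all actives have a fitted effect of over 60% in size; reporter is driven by a mutant NPC1 promoter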
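Readout is luciferase luminescence, reflecting NPC1 promoter activation in stably transfected Huh7 cells after 24 h compound exposure at 37 °C in reduced-serum medium with 10% FBS.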
ELG1 genotox: qHTS screen for small molecules that induce genotoxicity in human embryonic kidney (HEK293T) cells expressing luciferase-tagged ELG1; HEK293T ELG1-luciferase reporter, luminescence, 16 h; Potency, µM (series often up to 46 µM), without a hit: at the top dose activity change, positive = activation, hits mostly activators; actives 1.3% (n = 330,000); AID 504466, 2011; note: potency is the fitted concentration of half-maximal effect; % of control where 0% means no effect; nearly all actives have a fitted effect of over 60% in size
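HEK293T cells expressing luciferase-tagged ELG1 were treated with compound or DMSO for 16 hr at 37°C. Luciferase activity was then read after 30 min with ONE-Glo at room temperature; rising signal flags genetic stress.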
Rab9 promoter act: qHTS Assay for Rab9 Promoter Activators | Huh7 Rab9 promoter-luciferase reporter, luminescence, 24 h | Potency, µM (top dose mostly 9.22 µM), for the others: at the top dose activation, negative = inhibition, most hits filed as activators | actives 2.8% (n = 320,000); note: potency is the fitted concentration of half-maximal effect; % of control where 0% means no effect; nearly all actives have a fitted effect of over 60% in size
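Huh7 reporter line, Rab9 promoter upstream of luciferase. Compound exposure 24 h at 37 °C in reduced-serum medium with 10% FBS. Read-out: luminescence.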
p53 reactivator: qHTS assay for re-activators of p53 using a Luc reporter | Potency, µM (doses to about 92.2 µM), without a hit: at the top dose activity change, positive = activation, usual class: activators | H1299 p53-A138V BP100-luciferase reporter, luminescence, 24 h | actives 0.063% (n = 320,000); note: potency is the fitted concentration of half-maximal effect; % of control where 0% means no effect; nearly all actives have a fitted effect of over 45% in size
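p53-null H1299 cells stably carrying temperature-sensitive p53-A138V and a BP100-luciferase reporter were pinned with compounds (4-point, 1:5 series) and held 24 hrs at 37 deg C. Luminescence was read 10 min after detection reagent.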
Giardia killer: Small Molecules that selectively kill Giardia lamblia: qHTS; Giardia lamblia trophozoite viability; activity change, % at 7.66 µM, hits read low; actives 0.15% (n = 340,000); AID 540267, 2011; in the data active = activity change below about -80%; inconclusive = between about -30% and that limit;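 note: parasites exposed to compound for two days anaerobically before the ATP read; % is set by controls: 0 for no effect and ±100 for the full control effect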
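Trophozoite viability was measured as ATP-dependent luminescence, read 15-30 min after reagent addition. Before that, parasites at 100 cells/well were exposed to compounds for 48 h, anaerobically, at 37 deg C.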
VP16 counter: VP16 counterscreen qHTS for inhibitors of ROR gamma transcriptional activity. Drosophila S2 Gal4-VP16 UAS-luciferase, luminescence, 20 h. Potency, µM (highest dose often 53.6 µM), for inactives: at the top dose activity, negative = inhibition, most hits filed as inhibitors. actives 3.5% (n = 310,000);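 note: Gal4-VP16 expression switched on by copper sulfate through the metallothionein promoter; potency is the fitted concentration of half-maximal effect; % is set by controls: 0 for no effect and ±100 for the full control effect; nearly all actives have a fitted effect of over 50% in size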
RORg inh: qHTS for inhibitors of ROR gamma transcriptional activity | Potency, µM (top dose mostly 53.6 µM), for the others: at the top dose activity change, negative = inhibition, actives largely listed as inhibitors | actives 5.4% (n = 310,000) | Nuclear receptor ROR-gamma (Mus musculus), P51450 | Drosophila S2 Gal4-RORgamma UAS-luciferase reporter, 20 h; note: potency is the fitted concentration of half-maximal effect; % is set by controls: 0 for no effect and ±100 for the full control effect; nearly all actives have a fitted effect of over 60% in size
Target sequence (P51450 whole entry, looked up, the tested form may be a part): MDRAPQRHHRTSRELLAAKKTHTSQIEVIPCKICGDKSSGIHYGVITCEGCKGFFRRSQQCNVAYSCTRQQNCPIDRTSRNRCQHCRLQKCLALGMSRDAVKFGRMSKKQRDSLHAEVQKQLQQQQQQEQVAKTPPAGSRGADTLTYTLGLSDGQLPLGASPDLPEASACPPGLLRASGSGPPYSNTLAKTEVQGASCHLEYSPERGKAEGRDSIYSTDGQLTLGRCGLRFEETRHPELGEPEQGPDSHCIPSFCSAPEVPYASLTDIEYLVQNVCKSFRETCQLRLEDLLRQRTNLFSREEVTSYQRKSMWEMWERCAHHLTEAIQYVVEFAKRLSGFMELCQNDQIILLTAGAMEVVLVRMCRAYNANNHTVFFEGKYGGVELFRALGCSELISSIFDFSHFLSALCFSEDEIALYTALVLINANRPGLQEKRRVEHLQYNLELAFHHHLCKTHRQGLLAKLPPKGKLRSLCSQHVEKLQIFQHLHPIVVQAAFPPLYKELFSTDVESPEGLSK
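Read-out: Photinus luciferase luminescence; inhibitors lower reporter signal. Insect Schneider cells with Gal4-ROR gamma fusion under metallothionein promoter, UAS reporter; 700 uM final copper sulfate induction, 20 hr, ambient temperature.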
FLuc modulator: qHTS profiling assay for firefly luciferase inhibitor/activator using purifed enzyme and Km concentrations of substrates (counterscreen for miR-21 project). actives 6.9% (n = 360,000). purified FLuc, Km substrates, luminescence inhibition. AID 588342, 2011. Luciferin 4-monooxygenase (Photinus pyralis), P08659. Potency, µM (series often up to 57.5 µM), without a hit: top-dose activity change, negative = inhibition, usual class: inhibitors;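 note: potency is the fitted concentration of half-maximal effect; plate controls were vehicle for no effect and reference inhibitor for full effect; nearly all actives have a fitted effect of over 55% in size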
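Biochemical qHTS of compounds, final roughly 60 µM downward over six points, against 10 nM purified firefly luciferase using Km concentrations of substrates (10 uM D-luciferin, 10 uM ATP) in Tris acetate pH 7.5 buffer; luminescence output.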
PKM2 act: qHTS Assay for Activators of Human Muscle isoform 2 Pyruvate Kinase; Pyruvate kinase PKM (Homo sapiens), P14618; Potency, µM (top dose mostly 57.5 µM), for inactives: top-dose activation, usual class: activators; actives 0.34% (n = 260,000); purified PKM2, Kinase-Glo ATP luminescence, activation; response scale: 0% is enzyme alone, no compound; note: potency is the fitted concentration of half-maximal effect; % is set by controls: 0 for no effect and ±100 for the full control effect; nearly all actives have a fitted effect of over 55% in size
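ATP formation by purified human PK-M2, quantified via coupled luciferase luminescence after 1 h at room temperature with 0.1 mM ADP and 0.5 mM PEP final.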
Menin-MLL TR inh: qHTS Assay for Inhibitors Targeting the Menin-MLL Interaction in MLL Related Leukemias: Competition With Texas Red Labeled MLL-derived Mutant Peptide. Potency, µM (top dose mostly 61.6 µM), inactives show top-dose FP activity change, negative = inhibition, hits mostly inhibitors. Menin + Texas Red MLL mutant peptide, fluorescence polarization. O00255. actives 0.23% (n = 270,000); active = well fitted inhibition curve with a large enough effect in the polarisation, with a control signal flat, not every such curve was filed as active; inconclusive = small, poorly fitted or top-dose-only effect, or effect the other way, or a change in a side signal; inactive = no such curve, though single readings can be large or run the other way; the % refers to the polarisation; note: potency is the fitted concentration of half-maximal effect; % of control where 0% means no effect; many of its hits are not listed in these tables
Target sequence (O00255 whole entry, looked up): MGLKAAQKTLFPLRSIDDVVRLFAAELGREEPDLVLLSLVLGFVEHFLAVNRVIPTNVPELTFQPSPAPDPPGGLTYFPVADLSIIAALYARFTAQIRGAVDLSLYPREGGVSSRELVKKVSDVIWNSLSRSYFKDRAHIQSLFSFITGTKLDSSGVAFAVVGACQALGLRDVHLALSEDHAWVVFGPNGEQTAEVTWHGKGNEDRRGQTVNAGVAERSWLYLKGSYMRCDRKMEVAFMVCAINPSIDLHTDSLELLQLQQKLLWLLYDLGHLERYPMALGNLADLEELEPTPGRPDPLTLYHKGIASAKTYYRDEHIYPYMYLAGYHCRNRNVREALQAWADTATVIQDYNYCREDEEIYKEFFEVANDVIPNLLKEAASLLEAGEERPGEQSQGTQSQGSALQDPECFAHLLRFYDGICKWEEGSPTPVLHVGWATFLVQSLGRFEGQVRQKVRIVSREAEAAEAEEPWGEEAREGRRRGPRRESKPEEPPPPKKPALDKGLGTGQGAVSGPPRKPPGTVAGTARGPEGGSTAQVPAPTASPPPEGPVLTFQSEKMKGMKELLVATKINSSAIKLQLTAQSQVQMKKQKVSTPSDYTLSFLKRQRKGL
BRCA1 expr act: qHTS Assay to Identify Small Molecule Activators of BRCA1 Expression; AID 624202, 2012; MCF7-BRCA1-FFLuc reporter, luminescence, 48 h; response scale: scaled: vehicle 0%, 10 µM genistein 100%; actives 1.1% (n = 380,000); Potency, µM (titrated, usually from 46.1 µM), for inactives: top-dose activation, usual class: activators; note: potency is the fitted concentration of half-maximal effect; nearly all actives have a fitted effect of over 80% in size; some results filed as inactive show a strong effect at the top dose
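Cells: MCF7-BRCA1-FFLuc, 2000/well. Exposure: 48 h, 37 °C, 5% CO2. Read: luminescence, 15 min post-substrate. Controls: genistein 10 microM (maximal activation), DMSO (neutral).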
Starred values were filed as active, the others as inactive; ? = inconclusive; nt = not tested or not shown; & = joins results of further samples; [ ] = dose if it differs, or a comment. Unless noted, calls come from the whole dose curve; as a rule, active = well fitted curve in the direction sought with a large enough effect; inconclusive = small, poorly fitted or top-dose-only effect, or another doubt; inactive = no such curve, though single readings can be large; an effect the other way counts as inactive or inconclusive. Not all compounds are listed; the hit share may differ from the screen's.

SMILES	NPC1 prom act	ELG1 genotox	Rab9 promoter act	p53 reactivator	Giardia killer	VP16 counter	RORg inh	FLuc modulator	PKM2 act	Menin-MLL TR inh	BRCA1 expr act
Cc1cc(C)c(C#N)c(Oc2ccccc2)n1	-6%	1%	-1%	2%	-2	-3%	-21%	6%	-1%	-2%	-2%
CN(c1nc2ccccc2n2c(-c3ccco3)nnc12)S(=O)(=O)c1ccccc1	1%	9%	-4%	-1%	13	-3%	40%	3%	9%	?	16%
CCN1C2=NCCCN2c2cc(C)c(C)cc21	-2%	-3%	-1%	-9%	3	-4%	-18%	-1%	-7%	-15%	1%
CCOCCc1nn2c(=O)cc(CSCC(=O)Nc3ccccc3)nc2s1	5%	0%	-9%	4%	10	9%	-1%	3%	nt	nt	-1%
O=C(NC(=S)N1CCN(C/C=C/c2ccccc2)CC1)c1c(F)cccc1F	-6%	0%	-4%	0%	-4	2.8µM*	1.3µM*	4%	7%	6%	-6%
COc1ccccc1N1CCN(C(=O)COc2cccc3ccccc23)CC1	-5%	-20%	-10%	-2%	7	8%	29%	0%	3%	nt	-14%
Cn1c(=O)c2c(ncn2CC(=O)N2CCN(C(=O)c3ccco3)CC2)n(C)c1=O	0%	0%	-5%	-3%	0	-9%	-12%	-1%	-3%	1%	-1%
O=C(Nc1cc(Cl)cc(Cl)c1)N1CCCN(Cc2ccccc2)CC1	0%	-3%	-8%	-5%	-12	-2%	16%	-9%	?	nt	-19%
CCc1sc(C(=O)N(CCCOC)c2c(N)n(CC(C)C)c(=O)[nH]c2=O)cc1C	-1%	0%	0%	2%	-10	nt	nt	-1%	nt	nt	-3%
O=C1OC(Nc2ccc(Br)cn2)c2ccccc21 (configuration not stated)	-3%	1%	1%	-1%	23	6%	-13%	7%	-3%	-4%	-8%
CC1CCCCC12NC(=O)N(CC(=O)OCC(=O)NC(=O)c1ccccc1)C2=O (configuration not stated)	-5%	0%	-1%	8%	-18	nt	nt	5%	nt	nt	-1%
COc1ccc(CCNC(=O)COC(=O)c2ccc(Br)o2)cc1	1%	-1%	-5%	1%	-10	-9%	-2%	10%	0%	-2%	-16%
CC1(C)NC(=O)N(CC(O)CN(c2ccccc2)S(=O)(=O)c2ccccc2)C1=O (configuration not stated)	2%	-9%	-5%	2%	4	1%	-20%	1%	7%	0%	-11%
CCOC(=O)c1cccc2c(=O)c(C(=O)c3ccc(Cl)cc3)c(C(=O)OC)[nH]c12	0%	0%	-4%	11%	5	-2%	-5%	-1%	3%	-1%	-3%
O=C(O)c1oc2ccccc2c1CSc1ccc(Cl)cc1	-6%	2%	-1%	5%	-13	7%	-20%	0%	10%	?	-32%
CCOC(=O)C(NCc1ccccc1OC)(NC(=O)CC)C(F)(F)F (configuration not stated)	4%	0%	-2%	-1%	-12	3%	-21%	2%	-14%	3%	0%
CCC(/C=C1\Sc2ccc(OC)cc2N1CC)=C\c1sc2ccc(OC)cc2[n+]1CCCS(=O)(=O)[O-]	-9%	-8%	-9%	-1%	-15	?	17%	?	-4%	?	-18%
Cc1ccc(CS(=O)(=O)CCC(=O)NCc2ccc(F)cc2)cc1	-2%	0%	-1%	-10%	-17	-7%	14%	0%	0%	0%	15%
COc1ccc(OCCC(=O)OCC(=O)NCCC2=CCCCC2)cc1	-5%	-3%	14%	1%	0	3%	-10%	0%	0%	1%	-5%
CCOc1ccc(C(=O)NC2CC3CCCC(C2)N3Cc2ccccc2)cc1 (configuration not stated)	-7%	-6%	1%	nt	-3	21%	-7%[1.91 µM]	2%	1%	-5%	-19%
C[C@H](NC(=O)C1CC(=O)N(c2ccc3c(c2)OCCO3)C1)C(=O)NC1CCCC1 (some centres not stated)	-2%	6%	1%	4%	11	2%	-16%	-1%	nt	nt	4%
COc1cc(Cl)c(C)cc1NC(=O)c1ccc2c(c1)OCO2	?	6%	?	nt	-13	nt	nt	-17%	-2%	-24%	-10%
NC1=NC2(CCCCCC2)n2c(nc3ccccc32)N1	2%	-2%	-8%	-2%	5	2%	1%	1%	-6%	-12%	-6%
CCn1c(/N=C/c2ccc(OC)cc2O)nc2ccccc21	0%	1%	9%	nt	8	?	20µM*	0.95µM*	3%	-10%	0%
COc1ccc(CCNc2ncnc3c2nnn3Cc2ccccc2)cc1	-2%	-9%	-7%	nt	4	7%	-12%[1.91 µM]	-1%	18%	11%	-29%
Cc1ccc(CC(=O)NCC(c2ccco2)N(C)C)cc1C (configuration not stated)	-3%	-4%	-3%	0%	-5	-16%	-28%	-8%	-4%	-1%	7%
CC(=O)O[C@H]1CC[C@@]2(C)[C@@H](CC[C@H]3[C@@H]4CC[C@H](C(C)O)[C@@]4(C)CC(=O)[C@@H]32)C1 (some centres not stated)	7%	-1%	-6%	-2%	34[activator]	nt	nt	-3%	nt	nt	0%
COc1cccc(NC(=O)CN(C)C(=O)CSCC(=O)Nc2ccc(C)cc2)c1	-3%	2%	-2%	6%	-12	nt	nt	-7%	nt	nt	-12%
O=C(c1cccc([N+](=O)[O-])c1)N1CCOCC1	-2%	1%	3%	4%	-7	-6%	2%	2%	-1%	3%	5%
CN1C(=O)CC(N2CCN(Cc3ccc(Cl)cc3)CC2)C1=O (configuration not stated)	-2%	0%	10%	-1%	-4	-5%	4%	-1%	0%	-12%	-12%
O=Cc1ccc(OCc2nnsc2Cl)cc1	0%	0%	1%	-2%	-4	3%	-1%	-5%	-6%	-5%	0%
O=C(/C=C/c1ccccc1Cl)Nc1ccc2c(c1)C(=O)NC2=O	-2%	-4%	2%	-3%	-16	-10%	-27%	?	11%	?	35%
COc1ccc(OC)c2c1sc(=NC(=O)C1CC1)n2C	0%	1%	2%	-1%	?	1%	-1%	4%	4%	nt	-52%
CN1C2=C(C#N)C(c3ccccc3)(C(F)(F)F)NC(=O)N2c2ccccc21 (configuration not stated)	-2%	2%	1%	-5%	2	-4%	3%	-1%	1%	0%	-6%
CN(C(=O)C1CCOC1)c1nnc(C2CCOC2)s1 (configuration not stated)	1%	1%	12%	9%	0	4%	0%	11%	-4%	-6%	40%
C=CCN=C1N[C@@H](c2cccc(C(F)(F)F)c2)C(C(=O)OC)=C(C)N1CC	0%&-2%	-1%	-3%&0%	8%	-9	4%&0%	-25%&0%	3%&0%	-2%&-4%	-21%&-11%	-1%
COc1ccc(CN(CC(=O)NC2CCCC2)C(=O)CN2C(=O)COc3ccccc32)cc1	-1%	-4%	0%	-5%	0	-5%	-3%	0%	nt	-6%	-5%
Cc1ccc(-n2nnc(-c3ccnc4ccccc34)n2)cc1	3.2µM*	13µM*	4.5µM*	13%	-22	30%	-19%	1.9µM*	-4%	22%	?
CCOC(=O)c1c(NC(=O)c2ccc(S(=O)(=O)N3CCOCC3)cc2)sc2c1CC(C)(C)NC2(C)C	-5%	-1%	0%	-7%	-19	2%	-43%	2%	-5%	-2%	11%
CN1CCN(C(=O)C2CCCCC2C(=O)O)CC1 (configuration not stated)	2%	6%	-5%	-5%	-12	-24%	-15%	0%	8%	6%	14%
CCC(C(=O)OC)n1cnc2c(nnn2-c2ccc(C)cc2)c1=O (configuration not stated)	-1%	11%	0%	19%	-8	3%	2%	-12%	2%	-6%	30%
CCOC(=O)C1(P(=O)(c2ccc(Cl)cc2)c2ccc(Cl)cc2)CCC1	-1%	-7%	-7%	-5%	-1	4%	9%	0%	6%	?	-49%
[2H]C([2H])(CCOS(N)(=O)=O)c1ccccc1	-2%	-3%	-8%	12%	-25	-1%	15%	4%	1%	24%	4%
O=C1C2CC=C(Cl)CC2C(=O)N1c1ncn[nH]1 (configuration not stated)	-7%	0%	-2%	2%	19	-5%	-29%	8%	-22%	18%	-17%
O=C(CCCN1C(=O)/C(=C/c2cccs2)SC1=S)Nc1cccc(C(=O)O)c1	-3%	2%	?	18%	9	-2%	-3%	?	-1%	?	8%
CN1C(=O)NC(c2ccccc2)C2=C1CN(c1cccc(C(F)(F)F)c1)C2=O (configuration not stated)	13%	-7%	7%	-7%	11	-8%	2%	-3%	-1%	-2%	-3%
